Compound activity deposited in PubChem BioAssay by several laboratories.
Shn3 3UTR inh: reduction of Shn3 3'UTR firefly luciferase signal, primary screen, Schnurri-3 inhibitor project, cell-based, Clone20 osteoblasts, set 2; Clone20 osteoblast Shn3 3'UTR firefly luciferase, 24 h; inhibition, % at 12.5 µM; 360,000 compounds, 0.52% hits; AID 588674, 2011;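 active = mean inhibition of at least 75% with every replicate also reaching 75%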;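 note: 0% = median of neutral control wells and 100% = pilot-screen positive control compound; some compounds past the cut are filed as inactive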
MITF TRPM1 inh: inhibitors of MITF-dependent TRPM1 promoter reporter, primary screen, cell-based, SK-MEL-5, single point, luciferase; SK-MEL-5 TRPM1 promoter luciferase, 24 h; inhibition, % at 12.5 µM; AID 488899, 2010; 330,000 compounds, 0.83% hits;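 active = mean inhibition across replicates of 60% or more, whatever share of single replicates reaches that level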; note: values of inactives mirror those of a sister screen read the other way
C8 TRAIL sens: viability loss with TRAIL in NB7+C8 cells, primary screen, TRAIL sensitizer project, cell-based, ATPlite luminescence. AID 624354, 2012. inhibition (viability loss, TRAIL sensitization), % at 10 µM. 360,000 compounds, 1% hits;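 active = compounds causing at least 50% loss of cell viability in the single-dose screen, relative to plate controls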
NR2E3 ag-1: NR2E3 agonists in two-hybrid cells, primary screen, cell-based, luminescence, CHO-S, Gal4-NCOR/VP16-NR2E3; Photoreceptor-specific nuclear receptor (Homo sapiens), Q9Y5X4; luciferase; inhibition of corepressor binding, % at 3.98 µM; 360,000 compounds, 0.35% hits; AID 602229, 2012;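 active = inhibition above the mean of all tested compounds plus 3 SD, cut at about 70% in these data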;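 note: 0% = DMSO with NR2E3 transfected cells and 100% = cells lacking NR2E3 construct; higher means lower luciferase signal from less NR2E3 corepressor binding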
Target sequence (Q9Y5X4 whole entry, looked up, the tested form may be a part): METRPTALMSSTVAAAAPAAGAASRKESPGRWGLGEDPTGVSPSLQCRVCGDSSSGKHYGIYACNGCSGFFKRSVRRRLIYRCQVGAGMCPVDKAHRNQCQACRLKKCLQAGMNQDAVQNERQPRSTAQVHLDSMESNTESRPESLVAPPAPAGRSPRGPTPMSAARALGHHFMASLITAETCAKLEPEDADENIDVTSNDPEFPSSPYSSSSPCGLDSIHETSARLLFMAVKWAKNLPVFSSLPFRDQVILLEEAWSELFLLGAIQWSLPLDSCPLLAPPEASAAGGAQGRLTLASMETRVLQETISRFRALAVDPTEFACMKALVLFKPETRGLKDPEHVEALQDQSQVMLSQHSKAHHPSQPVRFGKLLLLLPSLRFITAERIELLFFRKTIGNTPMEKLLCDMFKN
KKLEB tox: cytotoxicity in KKLEB CF airway cells, primary screen, cytotoxicity control for CF NF-kB inhibitor project, cell-based, uHTS, fluorescence assay plates | KKLEB CF airway cells viability, ATPlite luminescence, overnight; active compounds read low; cells stimulated with P. aeruginosa culture filtrate | activity change (cytotoxicity), % at 5 µM | 360,000 compounds, 0.36% hits | AID 602141, 2011;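 active = corrected activity change at or below -50% at 5 µM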
iPSC survival up: enhancers of single-cell hiPSC survival, primary screen, ATPlite luminescence | 100% = ROCK inhibitor wells, 0% = DMSO | survival enhancement, % at 20 µM | 360,000 compounds, 0.044% hits | AID 602274, 2012; in the data active = survival enhancement above about 18%;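 note: cells exposed to compounds for 16 hours before the ATP read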
CF NFkB inh: inhibitors of PAF-induced NF-kB signaling, primary screen, cell-based, GFP fluorescence, uHTS. KKLEB NF-kB-GFP reporter, GFP fluorescence overnight. inhibition, % at 5 µM. 360,000 compounds, 0.86% hits;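 active = at least 50% inhibition at 5 µM, scaled per plate between neutral and stimulator controls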;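 note: PAF is a Pseudomonas aeruginosa culture filtrate used as stimulus; plate controls were PAF-stimulated DMSO wells for no effect and unstimulated DMSO wells for full effect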
NR2E3 ag-2: inhibitors of NR2E3-RetCOR corepressor binding, primary screen, NR2E3 agonist project, biochemical, TR-FRET, GST-NR2E3, biotin-RetCOR; 1536-well; inhibition of corepressor binding, % at 4.78 µM; 320,000 compounds, 0.12% hits; AID 2300, 2010;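 active = percent inhibition above the cutoff of mean plus 3 SD of all tested compounds, set per screening campaign, cut at about 20% in these data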;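 note: 0% = DMSO wells and 100% = biotin wells as full block of FRET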
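Test system – NR2E3–RetCOR corepressor complex · Quantity – NR2E3 fusion 1.35 nM · Buffer or medium – Tris pH 7.5 · Incubation – Compound–protein incubation for 5 h at 4 °C · Technique – TR-FRET, Eu(K)-anti-GST donor, streptavidin-D2 acceptor, ex 340, em 617/671 nm · Evaluation – percent inhibition of 671/617 nm emission ratio versus biotin and DMSO controls · Plate – 1536-well format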
Peg3 promoter: Peg3 promoter-driven luciferase inhibitors, primary screen, cell-based, HeLa, luciferase luminescence; HeLa PEG-Prom luciferase reporter, overnight; inhibition, % at 20 µM; 360,000 compounds, 1.7% hits;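 active = inhibition of at least 50% at 20 µM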
HIF-2a block: HIF-2a reporter inhibitors, primary screen, luminescence, 786-0 RCC cells; 786-0 RCC cells HIF-2a reporter, luciferase luminescence, overnight; AID 624352, 2012; 360,000 compounds, 0.72% hits; inhibition, % at 18.8 µM;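 active = inhibition of the luminescence signal of 40% or more relative to plate controls, in a single-dose primary screen at 18.75 µM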
LMP1 NFkB inh: EBV LMP1-driven NF-kappaB luciferase reporter inhibitors, primary screen, cell-based, luminescence, single point; AID 504558, 2011; 350,000 compounds, 0.69% hits; inhibition, % at 12.5 µM; LMP1-induced NF-kappaB luciferase reporter cells; in the data active = inhibition above about 41%;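 note: 0% = neutral control wells and 100% = reference inhibitor control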
* marks the source's active call; other numbers are inactive results; nt = no result given. The list is partial; the hit share may differ from the screen's.

[1] Cc1ccc(-n2ncc3c(NCc4ccccn4)ncnc32)c(C)c1
[2] C1=C(CCNc2ncnc3c2[nH]c2ccccc23)CCCC1
[3] COc1ccc(C(=O)COC(=O)c2sc(C)nc2C)cc1F
[4] CN1C(=O)C(C)(C)c2cc(S(=O)(=O)NCCc3ccc(Cl)cc3)ccc21
[5] COc1ccccc1/C=C/C=N/NC(=O)c1ccc(=O)n(C)c1
[6] CCOc1cc2nc(-c3ccc(OC)c(OC)c3)nc(NCCCN3CCOCC3)c2cc1OC
[7] N#CCC(=O)Nc1ccc(C(=O)OCC(=O)NC(=O)Cc2ccccc2)cc1
[8] COc1ccc(CC(=O)Nc2ccc(S(=O)(=O)Nc3cc(C)nc(C)n3)cc2)cc1OC

assay / compound	1	2	3	4	5	6	7	8
Shn3 3UTR inh	-4	57	25	-20	13	7	-7	-3
MITF TRPM1 inh	-15	6	-7	8	-1	-18	2	nt
C8 TRAIL sens	18	39	-7	-9	27	-2	-9	-18
NR2E3 ag-1	14	74*	23	-2	13	-46	5	-5
KKLEB tox	10	-21	12	0	-6	-1	0	5
iPSC survival up	4.2	-2.8	2.7	-2.1	3.5	-2.2	-0.1	-1.4
CF NFkB inh	-10	42	-37	-21	11	-22	-46	-28
NR2E3 ag-2	0	0	nt	0	-3	0	0	nt
Peg3 promoter	-14	-74	2	2	4	-3	10	-3
HIF-2a block	-37	-160	-11	-8	7	15	4	10
LMP1 NFkB inh	4	32	-8	-9	13	15	3	0

Single records, as listed above:
Entry for COc1ccccc1/C=C/C=N/NC(=O)c1ccc(=O)n(C)c1 → Shn3 3UTR inh: 13; MITF TRPM1 inh: -1; C8 TRAIL sens: 27; NR2E3 ag-1: 13; KKLEB tox: -6; iPSC survival up: 3.5; CF NFkB inh: 11; NR2E3 ag-2: -3; Peg3 promoter: 4; HIF-2a block: 7; LMP1 NFkB inh: 13
Entry for N#CCC(=O)Nc1ccc(C(=O)OCC(=O)NC(=O)Cc2ccccc2)cc1 → Shn3 3UTR inh: -7; MITF TRPM1 inh: 2; C8 TRAIL sens: -9; NR2E3 ag-1: 5; KKLEB tox: 0; iPSC survival up: -0.1; CF NFkB inh: -46; NR2E3 ag-2: 0; Peg3 promoter: 10; HIF-2a block: 4; LMP1 NFkB inh: 3

Other entries.
[9] Cc1ccc(C(=O)N(CN2CCCC2=O)c2ccc(F)cc2)cc1
[10] COc1ccc(OC)c(NC(=O)C2CCN(c3cc(-c4ccccc4)nc4ncnn34)CC2)c1
[11] Cc1nccn1-c1cc(C(C)(C)C)nc2c(-c3ccccc3)cnn12
[12] CCOC(=O)c1nc2sc3c(c2c(=O)[nH]1)CCCC3
[13] Nn1c(SCC(=O)N2CCOCC2)nnc1C1CC1
[14] CN(C)/C=C/C(=O)c1cnc(-c2ccccc2Cl)s1
[15] CC(Oc1cccc(Cl)c1)C(=O)Nc1nc(-c2ccccn2)cs1 (stereo not given)
[16] Cc1ccc(S(=O)(=O)N2CCC(C)CC2)cc1C(=O)NCc1ccccn1

assay / compound	9	10	11	12	13	14	15	16
Shn3 3UTR inh	-22	64	-2	-10	0	-50	45	4
MITF TRPM1 inh	-5	23	-21	7	1	-68	64*	9
C8 TRAIL sens	-4	10	-1	-19	-5	36	5	11
NR2E3 ag-1	11	9	-41	1	0	-95	22	9
KKLEB tox	-11	18	10	-3	2	1	9	-4
iPSC survival up	-0.2	0.3	0.6	2.6	-0.5	-1.5	0.4	0.6
CF NFkB inh	4	-30	10	3	-10	15	-22	-14
NR2E3 ag-2	-1	-3	0	1	2	0	-1	5
Peg3 promoter	-10	33	-25	-3	-6	-271	29	15
HIF-2a block	-20	5	-52	-15	5	-295	13	7
LMP1 NFkB inh	-4	23	-8	-1	-1	-20	5	-3

[17] CC1CN(S(=O)(=O)c2ccc(C(=O)O)cc2)CC(C)O1 (stereo not given)
[18] C=CCOc1ccccc1/C=N/O
[19] COc1cccc(CN2CCNC(=O)C2CC(=O)N(C)CC2CCOCC2)c1OC (stereo not given)
[20] CCN(CC)C(=O)C1=C(C)N(Cc2ccc(C(C)(C)C)cc2)C(=O)C(CC(=O)NC2CC2)C1 (stereo not given)
[21] CCOC(=O)N1CCN(C(=O)Cn2nc(C)n3nc(-c4ccccc4)cc3c2=O)CC1
[22] COc1ccccc1C(=O)NC(=O)COC(=O)c1ccc([N+](=O)[O-])cc1Cl
[23] COc1ccc(C)cc1S(=O)(=O)N(CC(N)=O)Cc1ccccc1
[24] Cc1cc(NC(=O)CCC(=O)NNC(=O)c2ccc(C(C)(C)C)cc2)no1

assay / compound	17	18	19	20	21	22	23	24
Shn3 3UTR inh	-15	-38	-4	1	11	7	6	-7
MITF TRPM1 inh	-9	-18	0	nt	3	-2	4	-34
C8 TRAIL sens	-10	26	-2	11	9	4	5	7
NR2E3 ag-1	0	1	-15	6	6	-8	7	-37
KKLEB tox	-1	15	5	12	-1	-4	-1	-4
iPSC survival up	-0.8	-0.6	0.1	1.0	0.8	2.6	-2.2	-2.1
CF NFkB inh	-2	16	4	-4	-23	13	2	5
NR2E3 ag-2	0	4	-1	nt	3	2	-1	-4
Peg3 promoter	-50	17	13	-4	6	1	3	-170
HIF-2a block	12	3	5	9	7	-2	10	-175
LMP1 NFkB inh	-4	-19	3	-5	1	-6	2	-6

[25] CCC(=O)Oc1ccc2c(C)cc(=O)oc2c1C(=O)c1ccccc1
[26] CSc1nnc(CNC(=O)c2ccccc2)n1-c1cccc(C)c1
[27] Cc1ccc(-n2ncc3c(NNC(=O)c4ccco4)ncnc32)cc1C
[28] COCCN1CN(S(=O)(=O)c2ccc(Cl)cc2)c2nc3ccccc3nc21
[29] COc1ccccc1/C=C/C=N/NC(=O)CCn1nnc2ccccc21
[30] Cc1cc(C)c(S(=O)(=O)N2CCN(C(=O)c3cccs3)CC2)c(C)c1
[31] COc1ccccc1N1CCN(C(=O)CSc2nc3ncnc(N)c3[nH]2)CC1
[32] Cc1ccc(S(=O)(=O)N2CCCC(C(=O)NCCc3ccccc3)C2)cc1 (stereo not given)

assay / compound	25	26	27	28	29	30	31	32
Shn3 3UTR inh	5	-2	-1	33	-2	12	0	0
MITF TRPM1 inh	6	-5	-34	-1	-11	10	9	-9
C8 TRAIL sens	-2	6	-8	-8	0	-6	-7	-2
NR2E3 ag-1	-7	-11	-17	5	10	-15	-24	3
KKLEB tox	8	-6	12	-2	4	-4	-2	5
iPSC survival up	2.4	3.5	-0.2	-3.1	1.4	-0.5	-1.4	-0.3
CF NFkB inh	9	16	-38	-2	-3	7	3	2
NR2E3 ag-2	2	2	0	1	-1	-4	-2	5
Peg3 promoter	8	2	-27	18	7	15	0	-9
HIF-2a block	25	21	-44	-2	-12	19	4	1
LMP1 NFkB inh	4	1	5	-7	-2	3	-8	-5

[33] CN(c1cccc(NC(=O)CN(c2cccc(F)c2)S(C)(=O)=O)c1)S(C)(=O)=O
[34] C/C(=N\NC(=O)c1nnn(-c2nonc2N)c1CSc1ccc(Cl)cc1)c1cccnc1
[35] Cc1ccc2c(c1)N(C(=O)CCC(=O)NCc1cccc(F)c1)CCO2
[36] S=C(NCCc1ccccc1)Nc1ccccn1
[37] CCCOP(=O)(c1ccc(N(C)C)cc1)C(O)c1ccc(Cl)cc1 (stereo not given)
[38] Cc1cc(Cl)ccc1NC(=O)CN(C)C1=NS(=O)(=O)c2ccccc21
[39] Cc1nc(Cl)c(C(=O)NCc2ccccc2)c(C)c1Cl
[40] O=C(Nc1ccc(Cl)cc1C(=O)N1CCOCC1)c1ccco1
[41] O=[N+]([O-])c1ccccc1S(=O)(=O)N/C(=N/S(=O)(=O)c1ccccc1)c1ccccc1
[42] COc1cccc(OCCNC(=O)c2cc(OC)c(OC)c(OC)c2)c1

assay / compound	33	34	35	36	37	38	39	40	41	42
Shn3 3UTR inh	-10	-3	-8	-58	-4	5	11	7	3	13
MITF TRPM1 inh	3	5	nt	-70	6	5	-14	7	10	2
C8 TRAIL sens	-13	-4	1	-4	-1	-4	13	8	-6	-4
NR2E3 ag-1	14	-4	-6	-68	-6	9	11	-6	5	3
KKLEB tox	-2	-4	-17	1	-7	15	-4	4	4	0
iPSC survival up	-0.5	0.8	-2.1	-0.4	-0.3	0.1	-0.2	-3.3	-0.9	0.3
CF NFkB inh	6	-4	10	0	0	-11	-6	1	20	-13
NR2E3 ag-2	0	5	0	3	-1	2	3	1	nt	1
Peg3 promoter	5	14	1	-231	11	9	1	-2	3	10
HIF-2a block	5	7	2	-179	7	7	-6	-2	11	7
LMP1 NFkB inh	2	-3	-1	-9	-1	-2	14	-2	-4	-6

Just CF NFkB inh, LMP1 NFkB inh and iPSC survival up (three entries from above):
no.	Structure	CF NFkB inh	LMP1 NFkB inh	iPSC survival up
36	S=C(NCCc1ccccc1)Nc1ccccn1	0	-9	-0.4
37	CCCOP(=O)(c1ccc(N(C)C)cc1)C(O)c1ccc(Cl)cc1 (stereo not given)	0	-1	-0.3
38	Cc1cc(Cl)ccc1NC(=O)CN(C)C1=NS(=O)(=O)c2ccccc21	-11	-2	0.1
